Statin myotox sup = suppressors of simvastatin-induced myotoxicity in C2C12 myotubes. ATP luminescence, 48 h; scaled: DMSO 0, geranylgeraniol control 100. rescue of ATP level, % at 7.49 µM. hit rate 0.78% among 330,000;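 active = mean ATP rescue above about 67%, or every replicate alone reaching that limit, limit read from the data, passing the limit was not always enough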;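 also: myotubes were challenged with 10 µM simvastatin during compound exposure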
Cneo AK release = causes C. neoformans cell lysis. adenylate kinase release luminescence, 4 h; normalised: neutral wells 0, clomiphene wells 100. hit rate 0.2% among 360,000. lysis activity, % at 15 µM;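 active = mean lysis activity across replicates of at least 80%, whatever share of replicates individually reach that level; inactive = mean lysis activity below 80%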
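Assay system: log-phase C. neoformans yeast / Quantity: yeast cell density of 5 × 10^6 cells/mL / Medium: fresh YPD growth medium / Compound: single dose / Timing: static 4 h at 37 °C with compound, 1 h detection / Measured by: adenylate kinase release luminescence / Read-out: lysis from increased AK signal / Benchmarks: Clomiphene as positive lysis control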
PglD DTNB = inhibitors of Campylobacter jejuni PglD acetyltransferase. purified PglD enzyme, DTNB colorimetric CoA detection. inhibition, % at 12.5 µM. hit rate 0.098% among 360,000. AID 602405; in the data active = inhibition above about 16%, passing the limit was not always enough; also: strong numbers were not always called active
ARNT-TACC3 inh = ARNT/TACC3 interaction disruption | Q9Y6A5 | AlphaScreen His-ARNT PAS-B/GST-TACC3 binding, luminescence; TACC3 fragment carries E629A point mutation | inhibition, % at 9.99 µM | hit rate 0.66% among 390,000;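 active = mean inhibition of replicates at least 50% and at least half of replicates each reaching 50%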;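 also: 0% = complete ARNT plus TACC3 wells and 100% = ARNT alone without TACC3; many hits fall short of the cut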
PAX8 reporter = PAX8 transcriptional activity inhibition | RMG-I TPO-luciferase reporter, SteadyGlo, 24 h | inhibition, % at 12.6 µM | hit rate 1.2% among 360,000 | AID 652154;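 active = mean replicate inhibition at least 60% with every replicate also reaching 60%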;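 also: luciferase light reporting Pax8 driven TPO promoter activity; plate controls were median of neutral control wells for no effect and mitoxantrone controls for full effect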
PGC1a acetyl inh = lowers PGC1a acetylation signal in U2OS cells | AlphaScreen anti-acetyl-lysine; with virally co-expressed GCN5 acetyltransferase | inhibition, % at 15.6 µM | hit rate 0.17% among 350,000 | AID 651687;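 active = every replicate shows inhibition of at least 40%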;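 also: 0% = neutral control wells and 100% = positive control wells; some results beyond the cut were filed as inactive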
LGR2 antag = blocks bursicon-induced cAMP signaling via Drosophila LGR2. inhibition, % at 9.99 µM. HEK293 LGR2, CRE-luciferase, bursicon-stimulated, 4 h. hit rate 0.35% among 380,000;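 active = drop in luminescence signal, shown as inhibition above about 50% in the replicate tests, limit read from the data, passing the limit was not always enough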;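 also: agonist challenge used bursicon conditioned medium at about half maximal strength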
INS-1E GSIS act = primary screen for activators of insulin secretion dependent on glucose, INS-1E cells, GLuc reporter luminescence. activation, % at 16.6 µM. AID 743287. hit rate 0.61% among 370,000. INS-1E GLuc reporter insulin secretion, 2-3 h;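 active = lowest replicate activation of at least 40%, so every replicate reaches that level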;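 also: 0% = median of neutral control wells and 100% = median of IBMX positive control wells; some compounds called inactive have numbers as strong as hits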
* hit, by the source's call; nt = not tested or not shown; & = joins results of further samples.

SMILES | Statin myotox sup | Cneo AK release | PglD DTNB | ARNT-TACC3 inh | PAX8 reporter | PGC1a acetyl inh | LGR2 antag | INS-1E GSIS act
COc1ccc([C@@H]2Sc3ccccc3NC(=O)[C@@H]2O)cc1 | nt | nt | nt | -6.8 | -5.2 | 3.5 | 14.5 | -1.7
COCC(C)NS(=O)(=O)c1ccc(NC(=O)C(Cc2ccccc2)NC(N)=O)cc1 (stereo not drawn) | -4.4 | 4.5 | -12.6 | -1.0 | -7.1 | 0.5 | nt | nt
Cc1cc(NC(=O)CN2C(=O)S/C(=C\c3ccccc3)C2=O)no1 | nt | nt | nt | -6.9 | 2.1 | nt | -7.0 | 0.9
Cc1ccc(-n2ncc3c2CCCC3NC(=O)c2cnccn2)cc1C (stereo not drawn) | 4.7 | -0.4 | -2.8 | 2.2 | -3.5 | nt | -10.4 | -4.8
CCC(c1nnc(SCC(=O)Nc2ccc(C(C)=O)cc2)n1C1CCCCC1)N(C)C (stereo not drawn) | nt | -0.3 | 5.0 | -7.8 | -12.6 | nt | 2.5 | -15.0
O=C(CCN1C(=O)/C(=C/c2ccc(Cl)cc2)SC1=S)Nc1cccc(C(=O)O)c1 | 10.9 | 1.4 | 1.1 | -2.5 | 25.2 | 5.8 | -9.1 | 4.0
CC(/C=N/n1c(-c2ccccn2)n[nH]c1=S)=C\c1ccccc1 | nt | 0.2 | 7.7 | nt | -13.3 | 3.7 | nt | nt
COC(=O)C/C(O)=C(/N=Nc1cccc(C(F)(F)F)c1)C(=O)OC | nt | nt | nt | -7.6 | -10.6 | -2.8 | 10.4 | 1.0
O=C(c1cccnc1)N1CC(=O)N2[C@H](CO)[C@@H](c3ccc(-c4cccnc4)cc3)[C@@H]2C1 | nt | nt | nt | nt | -20.7 | 6.8 | -5.4 | 27.8
CCN(CC(=O)NCc1cccs1)C(=O)c1cccc(S(=O)(=O)N2CCc3ccccc32)c1 | -9.4 | nt | nt | -1.3 | 4.9 | -4.7 | 6.4 | -16.2
CC(=O)Nc1sc2c(c1C#N)CC(C)(C)NC2(C)C | -8.8 | -0.1 | -0.8 | 0.7 | 9.5 | -1.5 | nt | nt
COc1ccc(-c2ccc(C(=O)O)o2)c([N+](=O)[O-])c1 | nt | nt | nt | -6.8 | -6.3 | 1.3 | 5.3 | -5.0
COc1cccc(C(=O)C2CCCN(C(=O)c3cccc(C#CC(C)(C)O)c3)C2)c1 (stereo not drawn) | -7.7 | 1.4 | -2.8 | -4.8 | -1.7 | nt | -56.5 | -6.6
O=C(CN1C(=O)NC2(CCCC2)C1=O)Nc1ccc(C(F)(F)F)cc1 | -11.8 | 0.6 | 1.3 | nt | 18.6 | nt | 4.8 | -37.4
O=C(Cn1nnc2ccccc21)NCc1ccccc1 | -3.9 | -0.8 | -1.5 | nt | nt | 12.2 | nt | nt
CCN(Cc1ccccc1)C(=O)c1cc(S(=O)(=O)N2CCOCC2)cn1C | -11.1 | -0.1 | -0.7 | -2.0 | 4.3 | -2.8 | 6.7 | 8.4
C=CCc1c(C)[nH]c(=O)[nH]c1=O | 10.2 | 1.8 | 6.3 | -2.6 | -10.2 | 5.1 | 8.4 | 18.3
CC(=O)Nc1ccc(NC(=O)CSc2nc3c(=O)n(C)c(=O)n(C)c3n2C)cc1 | -6.1 | nt | nt | -9.4 | -18.2 | nt | -5.0 | -1.4
Cc1cc(=O)oc2cc(OCC(=O)Nc3c(Cl)cccc3C(F)(F)F)ccc12 | 4.1 | -0.8 | -5.0 | 1.5 | -1.1 | nt | 14.0 | 12.9
Cc1c(NC(=O)c2cc(-c3ccccc3O)on2)c(=O)n(-c2ccccc2)n1C | -3.1 | nt | nt | 15.6 | 17.7 | -2.3 | -7.6 | 0.8
COc1ccccc1CCc1nnc(CCC(=O)NCCC2CCCCO2)o1 (stereo not drawn) | -2.5 | 6.2 | 4.8 | nt | -2.5 | -3.8 | 27.6 | nt
O=C(Nc1cc(F)ccc1F)N1CCCCN2[C@H](CO)[C@@H](c3ccc(-c4ccccc4)cc3)[C@H]2C1 | nt | 2.9 | -9.6 | 6.5 | 3.9 | -15.0 | -8.0 | -24.6
Cc1cc(C)cc(NC(=O)N2C3CCCC2CC(NC(=O)C2CC2)C3)c1 (stereo not drawn) | 4.0 | -1.4 | -1.0 | -2.5 | -1.3 | 6.2 | 9.5 | 7.2
O=C(NN=Cc1ccccc1Cl)c1ccc([N+](=O)[O-])cc1 | -3.6 | -6.4 | -2.5 | -3.2 | nt | -0.9 | -7.8 | 0.9
CC1CN(C(=S)NC2CCCC2)CC(C)O1 (stereo not drawn) | nt | -0.3 | -6.3 | -3.7 | -13.4 | 1.3 | 6.5 | 1.9
Next section.
SMILES | Statin myotox sup | Cneo AK release | PglD DTNB | ARNT-TACC3 inh | PAX8 reporter | PGC1a acetyl inh | LGR2 antag | INS-1E GSIS act
O=C(CCc1n[nH]c(=O)[nH]c1=O)N1CCOCC1 | -2.9 | -0.8 | 0.3 | -15.0 | -8.8 | 12.0 | -17.4 | 7.0
CCC(=O)N(C)C[C@H]1Oc2ncc(C#C[C@H](C)O)cc2C(=O)N([C@@H](C)CO)C[C@H]1C | 17.8 | -3.1 | 3.9 | -9.8 | -11.4 | 7.4 | -11.2 | 15.9
Cc1noc(C)c1NC(=O)N(C)C[C@@H]1Oc2ccc(NC(=O)Cn3cnnn3)cc2CC(=O)N([C@@H](C)CO)C[C@@H]1C | -17.3 | -1.2 | -3.5 | -28.0 | 2.5 | 6.5 | -0.4 | 1.1
COc1ccc(/[N+]([O-])=C/c2ccoc2)cc1 | 11.7 | -18.8 | -1.0 | 7.8 | -154.3 | -2.8 | nt | nt
CC1(C)Cc2c(C#N)c(NCC3CCCO3)nc(-c3ccco3)c2CO1 (stereo not drawn) | -55.9 | -1.1 | 6.4 | -5.4 | nt | -16.0 | nt | nt
C=CCNC(=O)[C@H]1[C@@H]2C(=O)O[C@@H](c3ccccc3)[C@@H](c3ccccc3)N2[C@@H](c2ccccc2OCCO)[C@]12C(=O)Nc1ccc(C#CC3(O)CCCCCC3)cc12 | nt | 13.4 | 6.6 | 13.2 | 99.1* | nt | nt | nt
CN1CCN(c2nc(C(N)=O)cc(-c3ccccc3)n2)CC1 | nt | -1.0 | 0.6 | 0.6 | nt | -7.0 | nt | nt
COc1ccc(NC(=O)N(C)C[C@@H]2Oc3ncc(C4=CCCC4)cc3C(=O)N([C@H](C)CO)C[C@@H]2C)cc1 | nt | 1.1 | 0.6 | -7.1 | nt | -5.2 | 33.3 | -19.2
Cc1ccccc1Cn1nnc(-c2ccc(C(=O)O)cc2)n1 | nt | nt | nt | -8.3 | 6.0 | nt | 21.1 | -10.1
COc1ccc(C(=O)C2CCCN(C(=O)c3cccnc3SC)C2)c(C)c1 (stereo not drawn) | nt | nt | nt | 3.9 | 5.6 | -10.2 | 25.1 | -4.0
CC(C)(C)c1ccc(C(=O)c2c[nH]c(C(=O)NCc3cccnc3)c2)cc1 | 6.1 | -0.7 | 6.8 | nt | nt | -257.1 | nt | nt
O=C(Nc1ccccc1)c1ccc(OC(=O)c2cc3ccccc3o2)cc1 | -7.9 | -1.3 | 2.2 | -1.5 | nt | nt | nt | nt
CCSc1nnc(NC(NC(=O)c2ccco2)(C(F)(F)F)C(F)(F)F)s1 | nt | 3.6 | 1.4 | 1.1 | nt | 1.9 | nt | nt
CCC1CCCCN1CCCNC(=O)CNC(=O)Cn1ccc2ccccc2c1=O (stereo not drawn) | 0.5 | 2.0 | 0.6 | 5.3 | -9.7 | 8.6 | nt | nt
O=C(Cn1c(=O)[nH]n(-c2ccccc2)c1=O)N1CCCc2ccccc21 | 86.0* | -2.7 | 0.0 | -2.6 | 20.7 | -0.5 | nt | nt
Cc1ccccc1NC(=O)COC(=O)CCc1ccccc1 | nt | nt | nt | -1.0 | 37.5 | nt | -1.6 | -1.9
O=C(COC(=O)CCSc1ccc(Cl)cc1)NCc1ccccc1 | nt | nt | nt | -2.6 | -16.0 | nt | -23.2 | 7.7
CC(c1nc2scc(-c3ccccc3)c2c(=O)[nH]1)N1CCN(CC(=O)NC2CC2)CC1 (stereo not drawn) | nt | nt | nt | 7.4 | 7.2 | nt | 3.6 | 1.7
C[C@@H]1CCCCO[C@H](CN(C)Cc2ccccc2)[C@@H](C)CN([C@@H](C)CO)C(=O)c2cc(NS(C)(=O)=O)ccc2O1 | 12.9 | 2.9 | -0.4 | -2.8 | -5.5 | 2.1 | -2.7 | 2.8
CCNC(=O)C[C@@H]1C=C[C@@H](NS(=O)(=O)c2ccc(F)cc2)[C@@H](CO)O1 | 2.8 | 43.1 | 1.6 | 1.5 | 11.0&-9.6 | -7.0 | 12.8&10.7 | 33.6&24.1
Cc1nn(C)cc1S(=O)(=O)N1CCN(c2ccc(F)cc2)CC1 | nt | -0.6 | -2.0 | 0.6 | 14.2 | -5.2 | 5.4 | -22.1
Cc1ccc(C(=O)NC2CCN(CC(=O)NC3CCC(C)CC3)CC2)cc1 (stereo not drawn) | 2.9 | -2.0 | 1.2 | -0.7 | 11.8 | 4.6 | -3.6 | -17.7
CO[C@H]1CN(C)C(=O)c2ccc(NC(=O)Nc3ccccc3)cc2OC[C@@H](C)N(C(C)=O)C[C@H]1C | -11.6 | 6.1 | -0.8 | -1.9 | 2.5 | nt | 14.2 | 1.3
CN(C)S(=O)(=O)c1cccc(C(=O)NCCNC(=O)c2cccc(S(=O)(=O)N(C)C)c2)c1 | -2.3 | 0.2 | 1.9 | -6.5 | 9.9 | -6.7 | -3.0 | -8.2
CCCC#Cc1cnc2c(c1)C(=O)N([C@@H](C)CO)C[C@@H](C)[C@H](CN(C)C(=O)Cc1ccccc1)O2 | 51.7 | -4.2 | 0.0 | 7.1 | 1.8 | 5.9 | 0.9 | -21.1
CCCN1[C@H](C(=O)N[C@@H](C)c2ccccc2)[C@@H](CO)[C@@H]2Cn3c(ccc(-c4ccc(F)cc4)c3=O)[C@@H]21 | 18.3 | 53.1 | 3.6 | 25.0 | 12.8 | nt | -6.9 | -14.3
Cc1cc(C)c(NC(=O)CNC(=O)COC(=O)CN2C(=O)NC3(CCCC3)C2=O)c(C)c1 | -2.2 | 5.2 | -1.6 | nt | 10.0 | nt | 6.6 | 4.6
O=C1c2ccccc2NC(c2cccc(O)c2)N1O (stereo not drawn) | 3.9 | -6.2 | -2.4 | 4.9 | -1.2 | 0.4 | 15.2 | -3.6
O=C1CCCC2=C1C(c1ccc(Br)cc1)c1c([nH]c(=S)[nH]c1=O)N2 (stereo not drawn) | 7.6 | -0.6 | -5.0 | -3.0 | 13.7 | -11.7 | nt | nt

Fetched by compound from the entries so far (5):
SMILES | Statin myotox sup | Cneo AK release | PglD DTNB | ARNT-TACC3 inh | PAX8 reporter | PGC1a acetyl inh | LGR2 antag | INS-1E GSIS act
CCCN1[C@H](C(=O)N[C@@H](C)c2ccccc2)[C@@H](CO)[C@@H]2Cn3c(ccc(-c4ccc(F)cc4)c3=O)[C@@H]21 | 18.3 | 53.1 | 3.6 | 25.0 | 12.8 | nt | -6.9 | -14.3
Cc1cc(C)c(NC(=O)CNC(=O)COC(=O)CN2C(=O)NC3(CCCC3)C2=O)c(C)c1 | -2.2 | 5.2 | -1.6 | nt | 10.0 | nt | 6.6 | 4.6
O=C(Nc1ccccc1)c1ccc(OC(=O)c2cc3ccccc3o2)cc1 | -7.9 | -1.3 | 2.2 | -1.5 | nt | nt | nt | nt
O=C1c2ccccc2NC(c2cccc(O)c2)N1O (stereo not drawn) | 3.9 | -6.2 | -2.4 | 4.9 | -1.2 | 0.4 | 15.2 | -3.6
O=C(COC(=O)CCSc1ccc(Cl)cc1)NCc1ccccc1 | nt | nt | nt | -2.6 | -16.0 | nt | -23.2 | 7.7

Outcome played no part in choosing rows. Share with any hit: about 2.9%.
